Nrf2 ARE act: activates Nrf2 signaling; AREc32 ARE-luciferase reporter (MCF7-derived line), luminescence, 24 h; Potency, µM (titrated, usually from 46.1 µM), for the others: top-dose activation, hits mostly activators; 410,000 compounds, 0.31% hits; further: potency means the concentration at half of the fitted maximal effect; % of control where 0% means no effect; nearly all actives have a fitted effect of over 65% in size
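Quantitative high-throughput format: AREc32 reporter cells, 1000 per well, received compound by pin transfer and were incubated 24 hr at 37 deg C, 5% CO2, before Steady-Glo luminescence detection.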
TGFb inhibitor: inhibitors of TGF-b signaling. HepG2 CAGA-GFP TGF-b/SMAD3 reporter, GFP fluorescence, 18 h; TGF-beta stimulated, 500 pg/mL final. Potency, µM (top dose mostly 46.1 µM), without a hit: at the top dose activity, negative = inhibition, hits mostly inhibitors. 410,000 compounds, 1.2% hits. AID 588855; further: potency means the concentration at half of the fitted maximal effect; on the % scale 0 is the no-effect control and ±100 the full control effect; nearly all actives have a fitted effect of over 65% in size
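Cell-based qHTS in HEPG2 carrying a CAGA-GFP Smad reporter; compounds added before 500 pg/mL final TGF-beta, 18 h incubation at 37 degrees C, GFP fluorescence quantified per cell by imaging cytometry.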
Nrf2 block: Nrf2 pathway inhibition. A549 ARE-Fluc reporter, luciferase luminescence, 18-24 h. Potency, µM (doses to about 46 µM), for the others: at the top dose activity change, negative = inhibition, actives largely listed as inhibitors. 360,000 compounds, 2.1% hits. AID 504444; further: potency means the concentration at half of the fitted maximal effect; on the % scale 0 is the no-effect control and ±100 the full control effect; nearly all actives have a fitted effect of over 60% in size
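Nrf2 function is reported as luminescence of an ARE-controlled luciferase in A549 cells. Compounds were tested at several concentrations, and a CellTiter-Fluor read on the same wells flagged cytotoxicity.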
IL1B secr inh: inflammasome signaling inhibition, IL-1 beta readout; activity change, % at 57.5 µM; 360,000 compounds, 4.7% hits; THP-1 LPS/ATP IL-1B secretion, AlphaLISA, 16 h; hits give low values; AID 743279; in the data active means activity change below about -50%; inconclusive means mostly about -30% to -49%; further: on the % scale 0 is the no-effect control and ±100 the full control effect
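Secreted IL-1B measured by AlphaLISA bead assay after 16 h compound exposure of THP-1 cells; compounds (final up to 57.5 uM) added 1 h before LPS (250 ng/mL) and ATP (1.25 mM) stimulation; lower signal means less secretion.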
MCF10A rereplic: induces DNA re-replication in MCF 10a normal breast cells; MCF 10A DNA re-replication, Hoechst nuclear intensity, 48 h; AID 624296; 350,000 compounds, 2.9% hits; Potency, µM (highest dose often 46.1 µM), for inactives: top-dose activity, positive = re-replication, actives largely listed as activators; further: potency means the concentration at half of the fitted maximal effect; % of control where 0% means no effect; nearly all actives have a fitted effect of over 50% in size
A549 tox: kills or reduces viability of A549 cells in Nrf2 counter-screen | A549 ARE-Fluc cells, CellTiter-Fluor viability, 18-24 h | Potency, µM (titrated, usually from 46 µM), inactives show at the top dose activity change, negative = cytotoxicity, hits mostly inhibitors | 390,000 compounds, 0.16% hits | AID 504648; further: potency means the concentration at half of the fitted maximal effect; on the % scale 0 is the no-effect control and ±100 the full control effect
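A549 ARE-Fluc cells in 5% FBS OPTI-MEM, 5000 cells/well, rested 2 h then exposed to compounds in concentration-response for 18-24 h at 37 °C. Viability by CellTiter-Fluor fluorescence (Ex 405/Em 525) after 30 min; luciferase luminescence (BugLite, 15 min, RT) read afterwards.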
S2 tox: cell viability loss in ATXN counter-screen. S2 cells (HEK-293 line with an ATXN2-luciferase reporter) viability, CellTiter-Fluor protease fluorescence, 24 h. Potency, µM (doses to about 56.7 µM), actives largely listed as cytotoxic. 400,000 compounds, 0.49% hits. AID 651635; further: potency means the concentration at half of the fitted maximal effect; nearly all actives have a fitted effect of over 40% in size
ATXN2 expr inh: reduces ATXN2 reporter expression in HEK-293 cells | HEK-293 ATXN2-luciferase reporter, luminescence, 24 h | Potency, µM (highest dose often 57 µM), for the others: at the highest dose activity change, negative = inhibition, most hits filed as inhibitors | 360,000 compounds, 0.72% hits; further: potency means the concentration at half of the fitted maximal effect; on the % scale 0 is the no-effect control and ±100 the full control effect; nearly all actives have a fitted effect of over 55% in size
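qHTS (up to 57 uM final) was run with 24 h compound exposure of reporter cells at 37 °C. Each well was multiplexed: SteadyGlo luminescence measured ATXN2-luciferase expression after a fluorogenic Gly-Phe-AFC viability readout (25 uM final).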
HepG2 tox: counter-screen for TGF-b inhibitors: cytotoxicity in HepG2 cells. Potency, µM (series often up to 46.1 µM), without a hit: at the highest dose activity change, negative = cytotoxicity, usual class: cytotoxic. HepG2 CAGA-GFP viability, ATP luminescence, 18 h. 410,000 compounds, 0.76% hits; further: potency means the concentration at half of the fitted maximal effect; some results filed as inactive show a strong effect at the top dose
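CellTiter-Glo luminescence gave cytotoxicity after 18 hours at 37 degrees C. The cells were HepG2 CAGA-GFP in 1% FBS DMEM, stimulated with 500 pg/mL TGF-beta after compound addition. %Activity was normalised to no-cell wells (complete cell-killing) and DMSO (no toxicity), and curves were fitted and classified.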
* marks the source's active call; other numbers are inactive results; i = inactive; ? = inconclusive; . = no result given; & = joins results of further samples; [ ] = dose if it differs, or a comment. Unless noted, the call rests on the fitted dose curve; in most records, active means well fitted curve in the direction sought with a large enough effect; inconclusive means small, poorly fitted or top-dose-only effect, or another doubt; inactive means no such curve, though single readings can be large; an effect the other way counts as inactive or inconclusive.

SMILES | Nrf2 ARE act | TGFb inhibitor | Nrf2 block | IL1B secr inh | MCF10A rereplic | A549 tox | S2 tox | ATXN2 expr inh | HepG2 tox
Cc1ccc(S(=O)(=O)Cn2nnnc2C(CC(C)C)N2CCN(C3CCCC3)CC2)cc1 (stereo not given) | -0.6% | -23% | 2% | ? | 12% | -3% | i | -21% | -44%
N#CNC(=Nc1cccc(F)c1)SCc1ccccc1 | 11% | -15% | -24% | 2 | ? | 2% | i | . | -49%
CC(CC(=O)NNC(=O)c1ccncc1)c1ccccc1 (stereo not given) | -0.6% | 3% | 0% | 16 | 0% | 1% | i | -5% | 7%
CCOC(=O)C(C(=O)OCC)C(C[N+](=O)[O-])c1ccccc1 (stereo not given) | 2.8% | -20% | 20% | 30 | -8% | 12% | i | . | -39%
CCCCOc1ccc(N2CC(C(=O)NCCc3ccc(OC)c(OC)c3)CC2=O)cc1 (stereo not given) | 0.0% | -19% | -2% | 4 | 0% | 3% | i | -12% | -20%
CCc1nn(CC(=O)NCCN2CCOCC2)c(=O)c2cc3c(OC)cccc3n12 | -0.1% | -7% | -17% | -8 | ? | -5% | i | . | 1%
COCCn1c(SCC(=O)N2CCCc3ccccc32)nc2cccnc21 | 0.0% | -4% | 16% | ? | 8% | 1% | i | -2% | 2%
COc1ccccc1/C=C/CN1CCC(Oc2ccc(C(=O)N3CCCCC3)cc2)CC1 | 3.1% | 0% | -10% | -57* | 23% | ? | ? | -7% | -48%
O=C(O)Cc1ccc(C(=O)CSc2ccccc2)s1 | -0.6% | -11% | 14% | 2 | -5% | -1% | i | . | -9%
CC(=O)Nc1ccc(S(=O)(=O)Nc2cccc(-n3cnnn3)c2)cc1 | 7.6% | 6% | 11% | 17 | -7% | 0% | i | -3% | 1%
Cc1ccc(C)c(-n2ccnc2SCC(=O)c2c(N)n(C3CC3)c(=O)[nH]c2=O)c1 | -0.2% | -15% | ? | 6 | 10% | 1% | i | -6% | -22%
Cc1cc(=O)[nH]c(SCc2nnc(-c3ccccc3)o2)n1 | 5.3% | 4% | 8% | -16 | 2% | 5% | i | 9% | -1%
COc1ccc(CCNC(=O)Cc2cc(OCc3ccccc3)c(OC)cc2[N+](=O)[O-])cc1OC | -0.8% | 5% | -12% | -11 | 18% | -3% | i | -7% | -7%
COc1cccc(OCCSc2nc3ccccc3n2CC(=O)N2CCOCC2)c1 | -0.2% | 0% | ? | . | . | -6% | ? | 6% | 8%
COc1ccc2[nH]cc(C(=O)C(=O)N3CCCCC3)c2c1 | 5.3% | 0% | -1% | -16 | ? | 6% | i | -8% | -1%
CCOC(=O)COn1c(=O)c(-c2ccco2)[n+]([O-])c2ccccc21 | ? | 23% | 13% | -69* | -3% | -11% | i | -13% | -1%
CCCN1C(=O)C(Cc2nc3ccccc3c(=O)n2-c2ccccc2)c2ccccc21 (stereo not given) | 2.2% | -12% | -21% | 0 | 25% | -1% | i | 0% | -3%
COC(=O)CSC1=C(C#N)C(c2ccsc2)CC(=O)N1 (stereo not given) | -0.3% | 0% | -15% | ? | ? | -9% | i | -22% | -11%
CC(NC(=O)Cc1cccs1)c1ccc2c(c1)OCO2 (stereo not given) | -0.7% | 9% | . | 0 | 2% | 2% | i | 14% | 4%
O=C(CCN1C(=O)COc2ccccc21)NCCC1=CCCCC1 | -0.5% | 6% | -6% | -11 | -3% | -5% | i | -2% | -14%
COc1ccc(CNC(=O)CN(Cc2ccc(F)cc2)C(=O)CCC(=O)Nc2nccs2)cc1 | 0.2% | 20% | ? | 5 | 2% | -1% | i | -10% | 14%
COc1ccc(S(=O)(=O)NCc2ccc3c(c2)CCN3C(C)=O)cc1OC | 0.2% | -18% | . | . | . | 0% | . | . | -23%
COc1ccccc1/C=N/NC(=O)CC(=O)Nc1ccc(Cl)c(Cl)c1 | -0.5% | 1% | -18% | 15 | 0% | 1% | i | -20% | -13%
COc1ccccc1C(=O)Nc1ccccc1OCc1cc(=O)n2cc(C)sc2n1 | 0.2% | 1% | 6% | . | . | 2% | i | -1% | -4%
CCOc1ccc(C(=O)NNC(=O)c2cc(S(=O)(=O)N3CCOCC3)ccc2Cl)cc1 | -0.6% | -1% | -6% | 20 | 3% | 9% | i | 6% | -2%
CCCCNC(=O)O/N=C(\N)CS(=O)(=O)C(C)(C)C | 0.4% | 8% | 0% | -13 | -5% | -1% | i | -10% | -4%
O=C(OCC(=O)c1cccs1)c1cccc(C(=O)OCC(=O)c2cccs2)n1 | -0.9% | -3% | 0% | 15 | -3% | -7% | i | -7% | 0%
CC(=O)Nc1ccc(S(=O)(=O)NCc2nc(-c3ccc(C)cc3)no2)cc1 | -0.7% | -21% | -20% | -7 | 11% | -18% | i | . | -8%
N#CCC(=O)NCC1(c2ccccc2)CCCC1 | 0.0% | -5% | 9% | 20 | 0% | -3% | i | 2% | -1%
CCOc1ccccc1CNC(=O)CN(c1ccc(C)cc1)S(=O)(=O)N(C)C | -0.7% | -3% | . | . | . | 3% | i | -2% | -25%
O=[N+]([O-])c1ccc(N2CCCC2)c([N+](=O)[O-])c1 | -0.2% | -4% | . | ? | . | . | i | . | -41%
CC(=O)c1ccc(NC(=O)COC(=O)c2ccccc2N=Nc2ccc(N(C)C)cc2)cc1 | ? | -19% | ? | ? | ? | -9% | i | -16% | -33%
O=C(CN1CCN(c2ccccc2)CC1)N1CCc2ccccc21 | 0.1% | -1% | 20% | -9 | 9% | 10% | i | 3% | 0%
COC(=O)[C@@H]1C[C@@H](c2ccccc2)[C@H](C)C1(C)C | 0.5% | 32%[activator] | 2% | 16 | -3% | 2% | i | -5% | 16%
O=C(C1=C(c2ccccc2)C(=O)c2ccccc2C1=O)c1ccccc1 | -2.2% | 5.6µM* | -3% | -104* | 5.2µM* | -5% | . | ? | 10µM*
Cc1ccc(S(=O)(=O)/C(C#N)=C/c2ccccc2OCc2ccccc2)cc1 | 4.6% | 4% | 13% | -10 | ? | 19% | i | 19% | -21%
O=C(COC(=O)c1ccccc1NC(=O)c1ccco1)NCc1ccc2c(c1)OCO2 | 0.2% | -3% | 4% | 3 | -1% | -4% | i | -16% | -47%
O=c1oc2ccc(C#CC3(O)CCCCC3)cc2cc1-n1cc(C2(O)CCCCC2)nn1 | -0.4% | 1% | 7% | -11 | ? | 2% | i | 1% | 0%
CC(=O)Nc1ccc(NC(=O)Nc2ccccc2C)cc1 | 3.7% | -3% | 4% | -28 | 2% | 1% | i | . | 4%
COc1cc(CC(=O)NNC(=O)c2cccs2)cc(OC)c1OC | 0.0% | 1% | 2% | 26 | -1% | -4% | i | 1% | 9%
CCSc1cc(N2CCCC2)nc(-c2cccc(C)c2)n1 | 0.3% | ? | 5% | -9 | 5% | 1% | i | -6% | 1%
CN1OC[C@@H]2CN[C@H](c3ccc(-c4ccc(C#N)cc4)cc3)C[C@@H]21 | 3.0% | 2% | . | 6 | . | . | i | 7% | -33%
CCn1c(C)nc2cc(C(=O)NNC(=S)Nc3ccc(Cl)cc3)ccc21 | 3.4% | 4% | ? | -8 | -4% | 1% | i | . | 2%
O=C1CC(c2cc(F)ccc2F)c2cc3c(cc2N1)CCC3 (stereo not given) | 0.4% | ? | ? | 57 | ? | -11% | i | 0% | -24%
Cn1c(=O)c2cc(NC(=S)NC3CCCCC3)ccc2n1Cc1ccc(Cl)cc1 | -0.6% | -27% | . | -57* | . | . | i | 6% | -23%
CC1CCCN(C(=S)NC2CCCC2)C1 (stereo not given) | 0.3% | -8% | -6% | 1 | 1% | -3% | i | -17%[11.3 µM] | 0%
COC(=O)c1sccc1NC(=O)C1CC2CCC1C2 (stereo not given) | 3.1% | -6% | -2% | 0 | 12% | -11% | i | -3% | -23%
O=C1COc2ccc(-c3csc(NCC4CCCO4)n3)cc2N1 (stereo not given) | 4.0% | 11% | ? | -22 | -1% | -3% | i | 45%[activator] | -3%
N#Cc1ncc(C(F)(F)F)cc1Sc1ccccc1N | 0.1% | 0% | . | 4 | 4% | 7% | i | -6% | 3%
Cc1cc(=O)[nH]c(SCc2cc(=O)n3nc(C)sc3n2)n1 | -0.4% | 5% | -3% | 21 | 2% | -2% | i | -3% | 8%

IL1B secr inh: hit marks shown above
| canonical_smiles | Nrf2 ARE act | TGFb inhibitor | IL1B secr inh |
| --- | --- | --- | --- |
| COc1ccccc1/C=C/CN1CCC(Oc2ccc(C(=O)N3CCCCC3)cc2)CC1 | 3.1% | 0% | -57* |
| CCOC(=O)COn1c(=O)c(-c2ccco2)[n+]([O-])c2ccccc21 | ? | 23% | -69* |
| O=C(C1=C(c2ccccc2)C(=O)c2ccccc2C1=O)c1ccccc1 | -2.2% | 5.6µM* | -104* |
| Cn1c(=O)c2cc(NC(=S)NC3CCCCC3)ccc2n1Cc1ccc(Cl)cc1 | -0.6% | -27% | -57* |

(list continues)
SMILES | Nrf2 ARE act | TGFb inhibitor | Nrf2 block | IL1B secr inh | MCF10A rereplic | A549 tox | S2 tox | ATXN2 expr inh | HepG2 tox
COc1ccccc1N1C(N)=NC(N)=NC1(C)C | 0.5%&-0.5% | 10%&-2% | -7% | 24&24 | -2% | -3% | i | -1% | -4%&-3%
CCC(C(=O)Nc1nccs1)c1ccccc1 (stereo not given) | -0.2% | -5% | ? | 23 | 0% | -1% | i | -7% | -20%
Cc1nc(-c2ccccc2)sc1C(=O)/C=C/c1ccccc1 | ? | 10µM* | 15% | -84* | ? | 5% | i | 9% | -77%
Nc1ccc(-n2nncc2-c2ccc(Cl)cc2)cc1 | -0.7% | 18% | . | -12 | -21% | 0% | i | 8% | -39%
O=C(CNC(=O)c1ccc(Br)o1)NCCc1ccc(F)cc1 | 1.9% | 9% | 2% | 24 | 0% | 0% | i | -1% | 1%
